# Source: PubChem BioAssay
# NTMT1 inhibitor – blocks human N-terminal methyltransferase 1 activity; Q9BV86; NTMT1 MTase-Glo SAH luminescence, purified enzyme; Potency, µM (titrated, usually from 114 µM), inactives show at the highest dose activity change, negative = inhibition, hits mostly inhibitors; hit rate 2.5% among 59,000;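 further: plate controls were DMSO vehicle for no effect and no enzyme for full effect; nearly all actives have a fitted effect of over 65% in size; many of its hits are not listed in these tables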
# Target sequence (Q9BV86 whole entry, looked up): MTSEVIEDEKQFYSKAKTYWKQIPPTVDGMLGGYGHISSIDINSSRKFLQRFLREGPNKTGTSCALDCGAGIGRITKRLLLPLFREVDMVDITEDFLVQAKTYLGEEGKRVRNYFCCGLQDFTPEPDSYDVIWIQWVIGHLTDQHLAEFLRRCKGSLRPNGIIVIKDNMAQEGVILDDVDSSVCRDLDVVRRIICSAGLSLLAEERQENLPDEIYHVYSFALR
# FH mod – Identification of activators of human fumarate hydratase by quantitative high-throughput screening; Potency, µM (titrated, usually from 79.9 µM), for inactives: top-dose activity change, negative = inhibition, usual class: inhibitors; FH coupled MDH/diaphorase resazurin fluorescence, 15 min; Fumarate hydratase, mitochondrial (Homo sapiens), P07954; hit rate 0.22% among 54,000; further: the screen sought activators but most active calls are inhibition curves; nearly all actives have a fitted effect of over 45% in size
# Target sequence (P07954 whole entry, looked up): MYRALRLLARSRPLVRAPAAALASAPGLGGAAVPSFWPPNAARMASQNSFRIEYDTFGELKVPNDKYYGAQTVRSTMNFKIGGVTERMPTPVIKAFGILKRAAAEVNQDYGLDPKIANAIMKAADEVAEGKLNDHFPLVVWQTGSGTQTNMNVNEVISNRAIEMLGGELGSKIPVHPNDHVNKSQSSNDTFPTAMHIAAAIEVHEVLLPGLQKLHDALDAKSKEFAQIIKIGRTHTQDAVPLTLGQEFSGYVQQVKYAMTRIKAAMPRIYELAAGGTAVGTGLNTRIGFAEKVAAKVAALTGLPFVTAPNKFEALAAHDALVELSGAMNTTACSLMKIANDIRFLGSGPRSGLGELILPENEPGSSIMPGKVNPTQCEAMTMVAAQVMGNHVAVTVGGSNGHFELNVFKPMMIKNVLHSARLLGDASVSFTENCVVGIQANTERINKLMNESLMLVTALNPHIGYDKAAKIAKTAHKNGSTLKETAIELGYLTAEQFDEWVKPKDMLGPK
# An asterisk follows results filed as active; u = inconclusive; & = joins results of further samples; [ ] = another dose, or the depositor's remark. The call rests on the fitted dose curve; in most records, active means well fitted curve in the direction sought with a large enough effect; inconclusive means small, poorly fitted or top-dose-only effect, or another doubt; inactive means no such curve, though single readings can be large; an effect the other way counts as inactive or inconclusive. Unless noted, on the % scale 0 is the no-effect control and ±100 the full control effect; potency means the concentration at half of the fitted maximal effect. This is a subset. The share of hits here may be higher or lower than overall.
SMILES,NTMT1 inhibitor,FH mod
CC(=O)C=C=C1C(C)(C)CC(O[C@@H]2O[C@H](CO)[C@@H](O)[C@H](O)[C@H]2O)CC1(C)O (some centres not stated),-17%[29.8 µM],10%[53.3 µM]
C=CC(C)(O)C1CC2C3(C)CCCC(C)(C)C3C(O)C(O)C2(C)O1 (configuration not stated),8%[29.8 µM],28%[53.3 µM]
CCN(CC)CCc1nc(-c2ccccc2)no1,u,-5%[53.3 µM]
COC(=O)/C=C/C=C/C(=O)OC1C=C2COC(=O)C2(O)C2(C)CCCC(C)(C)C12 (configuration not stated),15%[29.8 µM],-4%[53.3 µM]
CC(C)=CCOc1ccc(/C=C/C(=O)c2ccc(OCC=C(C)C)cc2OCC(=O)O)cc1,u,-26%[53.3 µM]
O=C1NC(Cc2ccccc2)C(=O)N2CCCC12 (configuration not stated),-5%[57.5 µM],-8%
CC(=O)NC(CCC(=O)O)C(=O)NCCc1ccc(O)cc1 (configuration not stated),1%[57.5 µM],2%
O=c1[nH]c2ccccc2n1CCCN1CCN(C(c2ccccc2)c2ccccc2)CC1,20%[57.5 µM],-7%[53.3 µM]
CC[C@H]1OC(=O)[C@H](C)[C@@H](O[C@H]2C[C@@](C)(OC)[C@@H](O)[C@H](C)O2)[C@H](C)[C@@H](O[C@@H]2O[C@@H](C)C[C@H](N(C)C)[C@@H]2O)[C@](C)(O)C[C@@H](C)C(=O)[C@H](C)[C@@H](O)[C@]1(C)O,19%[57.5 µM],6%[53.3 µM]
CC1(C)CC[C@]2(C(=O)O[C@@H]3O[C@H](CO)[C@@H](O)[C@H](O)[C@H]3O)CC[C@]3(C)C(=CCC4[C@@]5(C)C[C@@H](O)[C@H](O)C(CO)(CO)C5CC[C@]43C)C2[C@@H]1O (some centres not stated),14%[12.6 µM],6%[20.6 µM]
Nc1ccc(S(=O)(=O)Nc2ccc(Cl)nn2)cc1,22%[57.5 µM],8%[53.3 µM]
COC(=O)C1=CO[C@@H](O[C@@H]2O[C@H](CO[C@@H]3O[C@H](COC(=O)/C=C/c4cc(OC)c(O)c(OC)c4)[C@@H](O)[C@H](O)[C@H]3O)[C@@H](O)[C@H](O)[C@H]2O)[C@@H]2C(CO)=CC[C@H]12,7%[12.6 µM],1%[20.6 µM]
CS(=O)(=O)N(CC(=O)NCC1CC1)c1cc(C(F)(F)F)ccc1Cl,22%[57.5 µM],-1%
O=C(c1c(F)ccc(NS(=O)(=O)N2CC[C@@H](F)C2)c1F)c1c[nH]c2ncc(-c3cnc(C4CC4)nc3)cc12,u,u
COC(=O)[C@H]1[C@H]2C[C@@H]3c4[nH]c5cc(OC)ccc5c4CCN3C[C@H]2C[C@@H](OC(=O)/C=C/c2ccc(O)c(OC)c2)[C@@H]1OC,20%[57.5 µM],-18%[53.3 µM]
CCN(CC)CCCN(c1ccccc1)C1Cc2ccccc2C1,u,-12%&-5%[53.3 µM]
C[C@H](NC(=O)[C@@H](O)c1cc(F)cc(F)c1)C(=O)N[C@@H]1C(=O)N(C)c2ccccc2-c2ccccc21,10%,3%[53.3 µM]
NS(=O)(=O)c1ccc(N2CCN(CC[C@@H]3OCCc4ccccc43)CC2)cc1,3%[57.5 µM],7%
COc1cc(C(C)C)c2c(c1)S(=O)(=O)N(COc1cc(=O)n3cccc(OCCN4CCCCC4)c3n1)C2=O,u,4%[53.3 µM]
CC(O)C(=O)O (configuration not stated),-19%[57.5 µM],0%[53.3 µM]
CCc1cc(S(=O)(=O)O)c2cc(C(C)C)cccc1-2,13%[57.5 µM],-6%[53.3 µM]
COC(=O)/C=C\C(=O)OC,1%[57.5 µM],-6%[53.3 µM]
CN(C)CC[C@H](CSc1ccccc1)Nc1ccc(S(=O)(=O)NC(=O)c2ccc(N3CCN(Cc4ccccc4-c4ccc(Cl)cc4)CC3)cc2)cc1[N+](=O)[O-],4%,-6%[53.3 µM]
CC1(CCC(=O)O)C(=O)C=CC23CC4CC(OC4(C)C2O)C13 (configuration not stated),2%[29.8 µM],0%[53.3 µM]
CNC(=O)c1cc(Oc2ccc(NC(=O)Nc3ccc(Cl)c(C(F)(F)F)c3)cc2)ccn1,11%&3%&3%[57.5 µM],-19%

# Next records:
SMILES,NTMT1 inhibitor,FH mod
CC1=C2C(=O)C=C(CO[C@@H]3O[C@H](CO)[C@@H](O)[C@H](O)[C@H]3O)[C@@H]2[C@H]2OC(=O)[C@H](C)[C@@H]2CC1,-4%[29.8 µM],1%[53.3 µM]
COC(=O)[C@]1(Cc2ccc(O)c(CC=C(C)C)c2)OC(=O)C(O)=C1c1ccc(O)cc1,-7%[29.8 µM],-2%[53.3 µM]
O=[N+]([O-])c1ccc(O)c2ncccc12,18%,u
CCCCCCCN(CC)CCCC(O)c1ccc(NS(C)(=O)=O)cc1 (configuration not stated),-6%[57.5 µM],-11%[53.3 µM]
CCOC(=O)/C=C(C)/C=C/C=C(C)/C=C/c1c(C)cc(OC)c(C)c1C,10%[57.5 µM],-6%[53.3 µM]
CC(=O)O[C@H]1C[C@@H]2CC[C@H]3[C@H]4C[C@H]([N+]5(C)CCCCC5)[C@@H](OC(C)=O)[C@@]4(C)CC[C@@H]3[C@@]2(C)C[C@H]1[N+]1(C)CCCCC1,-21%[57.5 µM],-7%[53.3 µM]
Cc1nc(Nc2cnn(C3CCNCC3)c2)nc2c1N(C)C(=O)c1cc3ccccc3cc1N2C,3%[57.5 µM],-1%
CCN[C@@H]1C[C@H](N)[C@@H](O[C@H]2OC(CN)=CC[C@H]2N)[C@H](O)[C@H]1O[C@H]1OC[C@](C)(O)[C@H](NC)[C@H]1O,11%[57.5 µM],3%
CC1(C)[C@@H](O)CC[C@]2(C)[C@H]3C(=O)C=C4[C@@H]5C[C@@](C)(C(=O)O)CC[C@]5(C)CC[C@@]4(C)[C@]3(C)CC[C@@H]12,2%,-7%
CC(C)C[C@@H](N)C(=O)N[C@H]1C(=O)N[C@@H](CC(N)=O)C(=O)N[C@H]2C(=O)N[C@H]3C(=O)N[C@H](C(=O)N[C@H](C(=O)O)c4cc(O)cc(O)c4-c4cc3ccc4O)[C@H](O)c3ccc(c(Cl)c3)Oc3cc2cc(c3O[C@@H]2O[C@H](CO)[C@@H](O)[C@H](O)[C@H]2O[C@H]2C[C@](C)(N)[C@H](O)[C@H](C)O2)Oc2ccc(cc2Cl)[C@H]1O,-4%[29.8 µM],7%[53.3 µM]
COc1cc(C(O)C2COC(c3ccc(OC4OC(CO)C(O)C(O)C4O)c(OC)c3)C2CO)ccc1O (configuration not stated),44%[activator][29.8 µM],-4%[53.3 µM]
C[C@]12CC[C@@H]3c4ccc(O[C@@H]5O[C@H](C(=O)O)[C@@H](O)[C@H](O)[C@H]5O)cc4CC[C@H]3[C@@H]1CCC2=O,16%[57.5 µM],1%
CC(C)Cc1ccc(C(C)C(=O)OCc2ccccn2)cc1 (configuration not stated),u,-9%[53.3 µM]
CCOC(CN1C(=O)[C@](CC(=O)Nc2ccc(C)cc2)(NC(=O)Nc2ccc(C)cc2)c2ccccc21)OCC,29%[57.5 µM],0%[53.3 µM]
CCCc1cc2c(N3CCN(C4=NCC(C)(C)S4)CC3)ncnc2s1,-8%[57.5 µM],2%
C[C@H](NC(=O)C(C)(C)Oc1ccc(C(F)(F)F)cn1)[C@@H](Cc1ccc(Cl)cc1)c1cccc(C#N)c1,10%[57.5 µM],-14%
CCCCOc1nc(N)c2c(n1)N(Cc1cccc(CN3CCCC3)c1)CC(=O)N2,4%[57.5 µM],1%
COc1cc(C(=S)N2CCOCC2)ccc1O,u,5%[53.3 µM]
CC(C)[C@H](CO)Nc1nc(Nc2cccc(Cl)c2)c2ncn(C(C)C)c2n1,u,-18%
Cc1c(C(N)=O)cc([N+](=O)[O-])cc1[N+](=O)[O-],-11%[57.5 µM],8%[53.3 µM]
CN(C)C(=O)Nc1ccc(Cl)c(Cl)c1,14%[57.5 µM],5%[53.3 µM]
C=C1C(=O)OC2/C=C(\CO)CC/C=C(\C=O)C(O)C(OC(=O)C(C)CC)C12 (configuration not stated),8%[29.8 µM],0%[53.3 µM]
CCN(CC)C(C)CN1c2ccccc2Sc2ccccc21 (configuration not stated),-21%[57.5 µM],-4%&-13%[53.3 µM]
CCCOc1ccn2c(C(C)=O)cc(-c3ccccc3S(C)(=O)=O)c2c1,1%,3%
O=C(O)/C=C(\CC(=O)O)C(=O)O,u,-5%[53.3 µM]

# (more compounds)
SMILES,NTMT1 inhibitor,FH mod
COC1=C(OC)C(=O)C(CCCCCCCCCCO)=C(C)C1=O,u,19µM*
CC(C)=CC1C[C@](C)(O)[C@@H]2[C@H]3CCC4[C@@]5(C)CC[C@H](O[C@@H]6OC[C@H](O)[C@H](O[C@@H]7O[C@H](CO[C@@H]8O[C@H](CO)[C@@H](O)[C@H](O)[C@H]8O)[C@@H](O)[C@H](O)[C@H]7O)[C@H]6O[C@@H]6O[C@@H](C)[C@H](O)[C@@H](O)[C@H]6O)C(C)(C)[C@@H]5CC[C@@]4(C)[C@@]34CO[C@@]2(C4)O1 (some centres not stated),-10%[12.6 µM],3%[20.6 µM]
COc1ccc(C(=O)CC(=O)O)c2c1C=CC(C)(C)O2,1%[57.5 µM],0%
CC1(C)SC2C(NC(=O)[C@H](NC(=O)N3CCNC3=O)c3ccccc3)C(=O)N2C1C(=O)O (some centres not stated),20%[57.5 µM],10%
Fc1ccc(C2CCNC[C@H]2COc2ccc3c(c2)OCO3)cc1 (some centres not stated),1%[57.5 µM],-9%
COc1ccc(CCN(C)CCCOc2ccc(S(=O)(=O)c3[nH]c4ccccc4c3C(C)C)cc2)cc1OC,-19%[57.5 µM],-6%[53.3 µM]
C[C@H]1CC[C@@]2(OC1)O[C@H]1CC3C4CC=C5C[C@H](O)C[C@@H](O[C@@H]6O[C@@H](C)[C@H](O)[C@@H](O)[C@H]6O[C@@H]6O[C@@H](C)[C@H](O)[C@@H](O)[C@H]6O)[C@]5(C)C4CC[C@]3(C)[C@H]1[C@@H]2C (some centres not stated),-16%[12.6 µM],14%[20.6 µM]
CC(=O)OCC(=O)Nc1cc(C#N)cc(NC(=O)COC(C)=O)c1Cl,2%[57.5 µM],-7%[53.3 µM]
CN(C)Cc1ccc(-c2cnn3c(-c4cccc(NC(=O)c5cccc(C(F)(F)F)c5)c4)ccnc23)cc1,-5%[57.5 µM],0%
O=C(Nc1cccc(Nc2nccc(Nc3cccc(C(F)(F)F)c3)n2)c1)C1CC1,16%,2%
CCOC(=O)[C@@](C)(N)Cc1ccc(O)c(O)c1,u,3%[53.3 µM]
CC(C)C(NC(=O)c1ccc2ccccc2n1)C(=O)NC(CC(=O)O)C(=O)COc1c(F)cccc1F (configuration not stated),u,0%
Cc1nnsc1C(=O)Nc1ccc(-n2nc(C(F)(F)F)cc2C(F)(F)F)cc1,3%[57.5 µM],-16%
COc1cc(Br)c(S(=O)(=O)Nc2ccc(Cl)c(O[C@@H]3CCN(C)C3)c2)cc1OC,6%[57.5 µM],0%
CC(C)(C)c1cc(Br)cc([C@H](CC(=O)O)NC(=O)CNC(=O)c2cc(O)cc(NC3=NCC(O)CN3)c2)c1 (some centres not stated),-1%[57.5 µM],8%
Cc1ccc(N2CCN(S(=O)(=O)N3CCCCC3)CC2)c(C)c1,-13%[57.5 µM],u
C=CCc1cccc(/C=N/NC(=O)CN2CCN(Cc3ccccc3)CC2)c1O,24%,-17%[53.3 µM]
OC[C@H]1O[C@@H](Oc2ccc3c(c2)OC[C@H]2c4cc5c(cc4O[C@@H]32)OCO5)[C@H](O)[C@@H](O)[C@@H]1O,4%[29.8 µM],5%[53.3 µM]

# Molecules from the list above that contain an aryl methoxy group, in the order listed:
SMILES,NTMT1 inhibitor,FH mod
COC(=O)C1=CO[C@@H](O[C@@H]2O[C@H](CO[C@@H]3O[C@H](COC(=O)/C=C/c4cc(OC)c(O)c(OC)c4)[C@@H](O)[C@H](O)[C@H]3O)[C@@H](O)[C@H](O)[C@H]2O)[C@@H]2C(CO)=CC[C@H]12,7%[12.6 µM],1%[20.6 µM]
COC(=O)[C@H]1[C@H]2C[C@@H]3c4[nH]c5cc(OC)ccc5c4CCN3C[C@H]2C[C@@H](OC(=O)/C=C/c2ccc(O)c(OC)c2)[C@@H]1OC,20%[57.5 µM],-18%[53.3 µM]
COc1cc(C(C)C)c2c(c1)S(=O)(=O)N(COc1cc(=O)n3cccc(OCCN4CCCCC4)c3n1)C2=O,u,4%[53.3 µM]
CCOC(=O)/C=C(C)/C=C/C=C(C)/C=C/c1c(C)cc(OC)c(C)c1C,10%[57.5 µM],-6%[53.3 µM]
COc1cc(C(O)C2COC(c3ccc(OC4OC(CO)C(O)C(O)C4O)c(OC)c3)C2CO)ccc1O (configuration not stated),44%[activator][29.8 µM],-4%[53.3 µM]
COc1cc(C(=S)N2CCOCC2)ccc1O,u,5%[53.3 µM]
COc1ccc(C(=O)CC(=O)O)c2c1C=CC(C)(C)O2,1%[57.5 µM],0%
COc1ccc(CCN(C)CCCOc2ccc(S(=O)(=O)c3[nH]c4ccccc4c3C(C)C)cc2)cc1OC,-19%[57.5 µM],-6%[53.3 µM]
COc1cc(Br)c(S(=O)(=O)Nc2ccc(Cl)c(O[C@@H]3CCN(C)C3)c2)cc1OC,6%[57.5 µM],0%
